Lipid storage S3 = qHTS Assay for Lipid Storage Modulators in Drosophila S3 Cells. Drosophila S3 cells, BODIPY lipid droplet fluorescence, 18-24 h; cells fed with added oleic acid. Potency in µM for hits, for the others lipid storage change, negative = inhibition, % at the top dose, mostly 46.1 µM. 320,000 compounds, 0.64% hits; active = well fitted inhibition curve with a large enough effect in the signal ratio, with a control signal flat, not every such curve was filed as active; inconclusive = small, poorly fitted or top-dose-only effect, or effect the other way, or a change in a side signal; the % refers to the signal ratio
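Drosophila S3 cells got compounds at several concentrations plus oleic acid (400 uM solution). Laser-scanning cytometry with 488 nm excitation read lipid droplets at 500-530 nm and cells at 575-640 nm. Percent activity was relative to 20 uM Triacsin C.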
Lipid storage S3 cell count max = recorded beside Lipid storage S3, whose call it bears; cell number change, %; measured here: cell count max response;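 cells counted by Cell Tracker Red CMTPX staining in the red channel; peak over a dose series mostly up to 46.1 µM; percent activity relative to internal control wells on each plate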
Active calls of the source: *; i = inactive; ? = inconclusive; . = no result given. % is set by controls: 0 for no effect and ±100 for the full control effect; potency is the fitted concentration of half-maximal effect.

Under each structure: Lipid storage S3	Lipid storage S3 cell count max
CCOC(=O)N1CCC(NC(=O)c2ccc3c(Cl)c4c(nc3c2)CCCC4)CC1
  6%	-5
Cc1cc(C(=O)N/N=C/c2cccc(Cl)c2Cl)no1
  ?	.
CC(C)(C)OC(=O)N1CCC(Cc2cc(-c3cccc(Br)c3)no2)(C(=O)O)CC1
  ?	.
CC(=O)N1N=C(c2ccc(Cl)cc2)OC1c1ccc(C(C)C)cc1 (stereo not drawn)
  -16%	.
O=C(Cn1cnc2ccccc21)NC(c1ccccc1)c1ccccc1
  27%	-18
COc1ccccc1CN1CCNC(=O)C1CC(=O)NC1Cc2ccccc2C1 (stereo not drawn)
  13%	3
CC(C)(C)c1ccc(C(CC(=O)O)NC(=O)CCCc2ccccc2)cc1 (stereo not drawn)
  1%	.
CC(C)OC(=O)CSc1n[nH]c(-c2cccnc2)n1
  4%	-21
COc1cc(OC)c(OC)cc1CCC(C)NC(=O)Cc1ccccc1 (stereo not drawn)
  4%	13
Cc1ccc(-n2nnnc2SCC(=O)c2c(N)n(C3CC3)c(=O)[nH]c2=O)cc1C
  7%	19
COc1ccc(NCC(=O)N/N=C/C(C)c2ccccc2)cc1 (stereo not drawn)
  ?	.
Cc1cccc(NC(=O)CN2C(=O)N/C(=C/c3ccc(-c4cccc(C(=O)O)c4C)o3)C2=O)c1
  ?	.
Cc1ccc(S(=O)(=O)CC(=O)Nc2nc3ccc(S(N)(=O)=O)cc3s2)cc1
  ?	.
O=C(Cn1cc(C(F)(F)F)ccc1=O)NC(c1ccccc1)c1ccccc1
  -3%	-2
Cc1cccc(CSc2nnc(NC(=O)c3ccco3)s2)c1
  18%	-15
COCc1ccc(C(=O)NC2CC(C)(C)Cc3c2cnn3-c2ccc(OC)cc2)o1 (stereo not drawn)
  ?	.
OCC1(CCCc2ccccc2)CCN(C2CCC2)CC1
  -1%	-2
O=C1CCN(Cc2ccccc2)S(=O)(=O)c2c(F)cc(F)cc21
  ?	.
N#Cc1ccc(NCC(=O)Nc2ccc(S(=O)(=O)N3CCCCC3)cc2)cc1
  ?	.
CCN(CC)S(=O)(=O)c1ccc(N2CCOCC2)c(NC(=O)C2CCCC2)c1
  6%	10
COc1ccc(N(CC(=O)NCCSCc2ccccc2C)S(=O)(=O)c2ccccc2)cc1
  -23%	-2
O=S(=O)(Nc1cccc(CCc2ccccn2)c1)c1ccc2ccccc2c1
  ?	.
CC1=C(C(=O)Nc2ccccc2)C(c2ccc(Cl)cc2)n2c(s/c(=C/c3cccc(OCC(=O)O)c3)c2=O)=N1 (stereo not drawn)
  ?	.
COCCNS(=O)(=O)c1ccc(C2CNC(=O)C2)cc1 (stereo not drawn)
  ?	.
CC(=O)N1CCOc2ccc(S(=O)(=O)NCc3ccc(F)cc3)cc21
  ?	.
O=C(c1cccn2c(=O)c3ccccc3nc12)N1CCN(c2ccccn2)CC1
  ?	.
Cc1nc(NC(=S)NC(=O)COc2ccc(Cl)cc2)ccc1Br
  3%	0
C=CCn1c(-c2ccccc2)nc(=S)c2c1CCCC2
  5%	-9
CCOC(=O)CCCn1ccc2cc(S(=O)(=O)N3CCCC3)ccc21
  i	25
Cc1ccc(-c2cc(C(=O)N3CC(C)CC(C)C3)c3ccccc3n2)o1 (stereo not drawn)
  ?	.

More compounds:
Under each structure: Lipid storage S3	Lipid storage S3 cell count max
O=C(Nc1ccccn1)c1ccc(CN(c2ccccc2)S(=O)(=O)c2ccccc2)cc1
  ?	.
CCOCCCn1c(SC(C(=O)Nc2cc(C)ccc2C)c2ccccc2)nnc1-c1ccc(Cl)cc1 (stereo not drawn)
  ?	.
c1ccc(Cc2nnc3sc(-c4ccccn4)nn23)cc1
  i	.
O=C1/C(=C/c2ccc(F)cc2)SC(=S)N1CC(=O)N1CCCCC1c1cccnc1 (stereo not drawn)
  ?	.
CC(=O)C(Cc1cnc(Cl)s1)(Cc1cnc(Cl)s1)C(C)=O
  ?	.
CCOC(=O)C1=C(C(F)(F)F)Nc2ncnn2C1c1ccc(OC)c(OC)c1OC (stereo not drawn)
  ?	.
COc1ccc(CCNC(=O)Cc2cccc(C(F)(F)F)c2)cc1OC
  ?	.
O=C(CN(CCc1ccccc1)S(=O)(=O)c1ccc(Br)cc1)N/N=C/c1ccccc1C(=O)O
  -6%	14
CCCc1cc(C(=O)NC2CCCCC2)no1
  ?	.
c1ccc(CN2CCN(c3ncccn3)CC2)cc1
  27%	17
COCCCn1c(SCC(=O)NCc2ccccc2)nc2ccccc2c1=O
  7%	-8
CC1=NN(c2ccc(C)cc2C)C(=O)C1C(c1ccccc1O)C1C(=O)N(c2ccc(C)cc2C)N=C1C (stereo not drawn)
  ?	.
COc1cccc(C2C(C(=O)c3ccc(C)o3)=C(O)C(=O)N2CCN2CCOCC2)c1OC (stereo not drawn)
  -11%	7
COc1ccc(C(C(=O)NC2CCCC2)N(C(=O)c2snc(-c3ccc(F)cc3)c2N)c2ccc(OC)cc2)cc1 (stereo not drawn)
  -1%	1
COc1c(F)c(F)c(C(=O)O)c(Nc2cc(C)cc(C)c2)c1F
  -3%	7
Cc1c(Cl)cccc1NC(=S)N(Cc1cccnc1)Cc1ccccc1Cl
  ?	.
CCN1C(=O)c2ccc(C(=O)NCc3ccccc3)cc2C1=O
  i	.
Cc1ccc2nnn(Cc3cccc(C(C)(C)C)c3O)c2c1
  ?	.
Cc1csc(NC(=O)CCCSc2nc3ccccc3s2)n1
  ?	.
Cc1cc(CN2CCN(CCC#N)CC2)c(O)c(C2(C)CCCCC2)c1
  ?	.
CC(=O)NC1CC2CCCC(C1)N2C(=O)Nc1ccc(Cl)c(C(F)(F)F)c1 (stereo not drawn)
  ?	.
O=C1CCC(C(=O)OC(C(=O)c2c[nH]c3ccccc23)c2ccccc2)=NN1 (stereo not drawn)
  ?	.
CCNC(=S)N(Cc1c(C)noc1C)c1ccccc1
  8%	0
COCCCNC(=O)c1ccc(CN2CCc3ccccc3C2)cc1
  i	16
Cc1ccc(N2C(=O)NC(C(F)(F)F)(C(F)(F)F)C3=C2CC(C)(C)CC3=O)cc1
  ?	.
COc1ccccc1N1CCN(S(=O)(=O)CCNC(=O)C2CC2)CC1
  ?	.
CCOc1ccc(C(=O)NC(=S)Nc2ccccc2N2CCCCC2)cc1[N+](=O)[O-]
  ?	.
Cn1cc(CN2CCCCC2c2ccccn2)c(-c2ccc3c(c2)OCCO3)n1 (stereo not drawn)
  ?	.
CSc1ccc(NC(=O)NCc2cccnc2)cc1
  ?	.
CC(C)OC(=O)C(C#N)c1nc2ccccc2nc1N1CCCC1 (stereo not drawn)
  4%	-1

Complete entries from above. Values in the order: Lipid storage S3 | Lipid storage S3 cell count max
c1ccc(CN2CCN(c3ncccn3)CC2)cc1 as listed: 27% | 17
CC(C)OC(=O)C(C#N)c1nc2ccccc2nc1N1CCCC1 (stereo not drawn) as listed: 4% | -1

The results go on.
Under each structure: Lipid storage S3	Lipid storage S3 cell count max
CC(Sc1nc2ccccc2c(=O)[nH]1)C(=O)O (stereo not drawn)
  ?	.
CCOc1ccc(C2C(C#N)=C(N)Oc3cc(C)n(CCN(C)C)c(=O)c32)cc1OCC (stereo not drawn)
  ?	.
CN(CC(O)Cn1cnc2c1c(=O)n(C)c(=O)n2C)c1ccccc1 (stereo not drawn)
  -11%	0
Cc1cc(O)ccc1N=Cc1c(C(F)(F)F)[nH][nH]c1=O
  ?	.
CN(NC(=O)C(C)(C)C)c1nc(-c2ccccc2)nnc1C(F)(F)F
  ?	.
CCN(C(=O)c1cc(Cl)ccc1Cl)C1CCS(=O)(=O)C1 (stereo not drawn)
  ?	.
COc1ccc([C@@H]2CC=C(C(=O)O)[C@H](c3ccccc3F)N2S(=O)(=O)c2ccc(C)cc2)cc1OC
  9%	23
Cc1[nH]n(-c2ccc([N+](=O)[O-])cc2)c(=O)c1/C=N/N1CCOCC1
  -5%	20
O=C(CSc1nnc(-c2ccc(Cl)cc2)n1Cc1ccco1)Nc1ccc2c(c1)OCCO2
  ?	.
NC(=O)NC(CC(=O)NCCCc1ccccc1)c1ccc(Cl)cc1 (stereo not drawn)
  ?	.
CC1CC(C)CN(CCCNC(=O)c2ccc3c(c2)N(Cc2ccccc2)C(=O)c2ccccc2S3=O)C1 (stereo not drawn)
  ?	.
COc1ccccc1NC(=O)Nc1ccc(C)cn1
  ?	.
CCOc1ccc2nc(NC(=O)CC3Oc4ccccc4NC3=O)sc2c1 (stereo not drawn)
  ?	.
COc1ccccc1OCC(O)CN1CCN(CC(=O)Nc2c(C)cccc2C)CC1 (stereo not drawn)
  ?	.
CCC(C)C(NC(=O)C(CC(C)C)NC(=O)C(CO)NC(=O)C1CCC(=O)N1)C(=O)OC (stereo not drawn)
  0%	0
CCOC(=O)C1CCCN(C(=O)CCCn2nnnc2CN2CCC(C)CC2)C1 (stereo not drawn)
  -15%	-24
Cn1cc([C@@H]2C[C@H]3CN(Cc4cccc(Cl)c4)C(=O)[C@]34CCCN24)c2ccccc21
  ?	.
COc1ccc(/C=N/n2c(-c3cc(C)[nH]n3)n[nH]c2=S)cc1OC
  7%	1
CC1CCN(S(=O)(=O)c2cc(Br)cc(C(=O)NC3=NCCS3)c2)CC1
  16%	8
Nc1nn2c(-c3ccccc3)cc(=O)[nH]c2c1N=Nc1ccc(O)cc1
  ?	.
CCOC(=O)N1CCN(C(=O)c2csc3c2CCCCC3)CC1
  i	.
C=CCN(Cc1ccc(Cl)s1)C(=O)CNC(=O)CNC(=O)c1ccc(Cl)cc1Cl
  ?	.
COc1ccc(-c2nc(CN3CCN(Cc4ccccc4)CC3)c(C)o2)cc1
  13%	-10
CCOC(=O)c1c(C)sc2c1N(C(=O)CCl)c1cc(Cl)ccc1S2
  ?	.
COCCNC(=O)Cn1ncc2ccsc2c1=O
  ?	.
CCC(c1n[nH]c(=S)n1-c1ccccc1)N(C)C (stereo not drawn)
  -1%	-8
CC(C)c1ccc(OCc2ccc(C(=O)N(C)C)o2)cc1
  ?	.
Cc1ccc(NC(=S)NCc2ccccn2)cc1
  2%	3
CC(C)N(C(=O)Cc1ccccc1[N+](=O)[O-])C(C)C
  ?	.
O/N=C\c1ccc(-c2ccccc2)o1
  13%	4

Quoted at random: four entries already listed, in no set order.
Under each structure: Lipid storage S3	Lipid storage S3 cell count max
O=C(c1cccn2c(=O)c3ccccc3nc12)N1CCN(c2ccccn2)CC1
  ?	.
CSc1ccc(NC(=O)NCc2cccnc2)cc1
  ?	.
COc1ccc(NCC(=O)N/N=C/C(C)c2ccccc2)cc1 (stereo not drawn)
  ?	.
COc1ccccc1N1CCN(S(=O)(=O)CCNC(=O)C2CC2)CC1
  ?	.

Look-ups from the entries so far:
Value for O/N=C\c1ccc(-c2ccccc2)o1 in Lipid storage S3 cell count max: 4
Value for CCC(C)C(NC(=O)C(CC(C)C)NC(=O)C(CO)NC(=O)C1CCC(=O)N1)C(=O)OC (stereo not drawn) in Lipid storage S3 cell count max: 0

Continued:
Under each structure: Lipid storage S3	Lipid storage S3 cell count max
Cc1ccc(C(=O)COC(=O)c2cc(C)no2)c(C)c1
  ?	.
COc1ccccc1N1CCN(S(=O)(=O)c2ccc(-n3cnnn3)cc2)CC1
  ?	.
Cc1ccc(C(=O)OC(C(=O)Nc2ccc(Cl)cc2C(F)(F)F)c2ccccc2)cc1 (stereo not drawn)
  ?	.
CCCCN(CCCC)CCNC(=O)CN1C(=O)CSc2ccc(S(=O)(=O)N3CCOCC3)cc21
  ?	.
Clc1cccc(Cl)c1OCCOCCNCc1ccccc1
  ?	.
Cc1cc(CNC(=O)Nc2ccc3c(c2)OCO3)nn1C
  ?	.
CCS(=O)(=O)c1ccc(-c2csc(-c3ccc(Cl)cc3)n2)c(Cl)c1Cl
  i	.
COCCN1C(=O)N[C@@H](CCc2ccccc2)[C@H](C(C)=O)[C@H]1C
  4%	22
O=C(Nc1ccccc1)c1cccnc1N1CCOCC1
  ?	.
COc1cccc(/C=C/C(=O)Nc2ccc(N3CCOCC3)cc2)c1OC
  -23%	13
CCOc1ccc(NC(=O)CCNS(=O)(=O)c2cccc3nonc23)cc1
  ?	.
CCN(Cc1cc2ccccc2[nH]c1=O)S(=O)(=O)c1ccccc1
  ?	.
COc1ccc(C(=O)NCCC2=CCCCC2)cc1[N+](=O)[O-]
  12%	-16
CC1CCN(CCOCCOc2ccc(Cl)cc2Br)CC1
  -10%	-11
Cc1ccc(S(=O)(=O)N(C)C)cc1NC(=O)CCc1ccccc1
  ?	.
CC1(C)C=Cc2cc3ccc(=O)oc3cc2O1
  13%	11
C=CCn1c(SCCN2C(=O)c3ccccc3C2=O)nc2scc(-c3ccccc3)c2c1=O
  ?	.
CN1CCCN(S(=O)(=O)c2ccccc2)c2nc3ccccc3nc21
  ?	.
CCOC(=O)c1csc(NC(=O)C2=COCCO2)n1
  ?	.
COc1ccc(CN=C(Nc2ccccc2)SC2CC(=O)NC2=O)cc1 (stereo not drawn)
  -5%	-12
O=C(Nc1ccccc1Cl)c1cc[n+]([O-])cc1
  i	20
CCC(CC)C(=O)N1CCN(c2cccc(C)c2C)CC1
  12%	-6
CS(=O)(=O)N1N=C(c2ccccc2)CC1c1ccc2nccnc2c1 (stereo not drawn)
  ?	.
Cc1ccc(NC(=S)NCC23C=CC(O2)C2C(=O)N(c4ccc(C)cc4)C(=O)C23)cc1 (stereo not drawn)
  ?	.

Source: PubChem BioAssay

These rows are one share of the data; count on the stated rates, not on these rows.
